High-throughput results from PubChem.
TbREL1 inh = TbREL1 inhibition, primary screen; 0.49% of 89,000 active; inhibition, % at 9.66 µM; AID 1117264; P86926; TbREL1 RNA ligation, FRET fluorescence;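 active = inhibition above the mean inhibition across all screened compounds plus 3 SD, cut at about 11% in these data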;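 note: 0% = plate median of test wells and 100% = NSC42067 control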
Target sequence (P86926 whole entry, looked up): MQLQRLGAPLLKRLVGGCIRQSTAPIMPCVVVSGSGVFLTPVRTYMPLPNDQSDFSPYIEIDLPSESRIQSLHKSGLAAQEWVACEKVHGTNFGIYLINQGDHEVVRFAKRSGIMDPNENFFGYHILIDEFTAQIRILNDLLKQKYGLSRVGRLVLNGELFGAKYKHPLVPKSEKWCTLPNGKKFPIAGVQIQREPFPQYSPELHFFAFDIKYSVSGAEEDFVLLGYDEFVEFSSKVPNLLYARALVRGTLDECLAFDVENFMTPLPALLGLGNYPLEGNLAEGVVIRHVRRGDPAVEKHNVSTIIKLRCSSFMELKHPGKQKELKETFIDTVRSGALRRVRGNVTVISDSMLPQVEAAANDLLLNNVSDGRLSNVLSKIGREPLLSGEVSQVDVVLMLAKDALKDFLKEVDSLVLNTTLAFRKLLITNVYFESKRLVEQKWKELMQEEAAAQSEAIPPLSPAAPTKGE
* = called active by the depositor.

No. | structure | TbREL1 inh
1 | Cc1ccc(NC(=O)COC(=O)CCc2nc3ccccc3c(=O)[nH]2)cc1Cl | -0.6
2 | COc1ccccc1N(CC(=O)NCCSCc1ccco1)S(=O)(=O)c1ccccc1 | -4.9
3 | CCn1c(Oc2ccccc2C)nc2c1c(=O)n(C)c(=O)n2C | -1.4
4 | N#Cc1ccc(C#Cc2ccc3oc4ccccc4c(=O)c3c2)cc1 | 1.7
5 | CN(C)C(=O)C1C2NC(=S)N(c3ccc(Cl)cc3)C1(C)Oc1ccc(Cl)cc12 (stereo unspecified) | -9.7
6 | COc1ccc2[nH]c(CN3CCN(CCC(C)C)C(CCO)C3)c(C)c2c1 (stereo unspecified) | 2.7
7 | O=C(NCc1cccs1)c1ccc(Cl)c(S(=O)(=O)N2CCCC2)c1 | 1.4
8 | O=C(Nc1ccc2c(c1)OCCO2)C1c2ccccc2OCC(=O)N1CCc1c[nH]c2ccccc12 (stereo unspecified) | -10.3
9 | Cc1ccc(S(=O)(=O)N2[C@@H](c3ccccc3)C(C(=O)O)=CC[C@H]2c2ccc3c(c2)OCO3)cc1 | 0.3
10 | CCc1cccc(CC)c1NC(=O)C[n+]1cccc(C(N)=O)c1 | 1.2
11 | Cc1ccc(S(=O)(=O)N(C)c2ccc(C(=O)N3CCCCC3)cc2)cc1 | -3.9
12 | O=C(O)c1ccc(/C=N/Nc2ncc(C(F)(F)F)cc2Cl)cc1 | 1.0
13 | COc1ccc(C(=O)C2CCCN(Cc3ccc(Sc4nncn4C)o3)C2)cc1F (stereo unspecified) | 1.7
14 | COc1ccccc1NC(=O)CC1C(=O)NCCN1C(=O)Nc1ccccc1 (stereo unspecified) | 1.1
15 | COC(=O)CCCC(=O)N1CCOCCN(C(=O)CCCC(=O)OC)CCOCC1 | -1.7
16 | Cc1cc(S(=O)(=O)N2CCCOC2CNC(=O)C(=O)NCCc2ccco2)ccc1F (stereo unspecified) | -5.9
17 | Fc1ccc(NC(=S)N2N=CCC2c2ccccc2)cc1 (stereo unspecified) | -5.6
18 | CN(CC(=O)NCc1ccc2c(c1)OCO2)CC(=O)Nc1ccc(F)c(F)c1F | 3.1
19 | Cc1ccc(C)c(NC(=O)CSc2nnc(-c3ccncc3)n2N)c1 | 1.1
20 | Cc1nnc2c3ccccc3c(-c3cccc4ccccc34)nn12 | -0.3
21 | Cc1nc(-c2cc(-c3nc(-c4cc(C(F)(F)F)cc(C(F)(F)F)c4)no3)no2)cs1 | 2.9
22 | C=CCn1c(COc2ccc(OC)cc2)nnc1SC(C)C(=O)NC1CC1 (stereo unspecified) | -0.2
23 | C#CCNC(=O)C[C@@H]1C[C@@]2(C(=O)OCC)CCCC=C2N(CCCCCCCC)C1=O | -3.0
24 | O=c1oc2ccccc2cc1-c1csc(Nc2ccc(O)cc2)n1 | 3.2
25 | CCc1ccc(S(=O)(=O)Nc2ccc(O)c3c(=O)cc(-c4ccccc4Cl)oc23)cc1 | 1.3
26 | O=C(O)c1ccc(CSc2nnc(COc3ccc(Cl)cc3Cl)o2)cc1 | 0.4
27 | COc1cccc(-n2nnc3c(=O)n(CC(=O)N4CCCc5ccccc54)cnc32)c1 | 0.2
28 | Cc1oc(-c2ccccc2)nc1C(=O)OCC(=O)NCc1ccccc1 | 0.8
29 | CCN(C(=O)[C@H]1CC(=O)O[C@@H]1c1ccccc1)c1ccccc1 | 5.0
30 | O=C(CCc1ccc(S(=O)(=O)N2CCOCC2)cc1)Nc1c(F)cccc1F | 1.7
31 | COc1ccc(/C=N\NC(=O)CN2CCN(Cc3ccccc3)CC2)cc1OCc1ccccc1 | -4.0
32 | O=C(OCC(=O)c1ccccc1Br)c1ccccn1 | 4.3
33 | Cc1nc(CS(=O)c2ccc(Cl)cc2)cc(N2CCOCC2)n1 (stereo unspecified) | -0.4
34 | CCOc1cc(N2CCOCC2)c(OCC)cc1NC(=O)c1ccc(OC(C)C)cc1 | -4.9
35 | Fc1ccc(NC(=S)Nc2cccnc2)cc1 | -0.8
36 | CCc1cccc(C)c1NC(=O)CN(C)S(=O)(=O)c1ccc(-c2ccc(=O)[nH]n2)s1 | -0.5
37 | O=S1(=O)CCO[C@H]2Cc3ccccc3[C@H]2N1Cc1cccc(C(F)(F)F)c1 | -0.7
38 | CCN(CC)S(=O)(=O)c1ccc(N2CCCC2)c(NS(=O)(=O)c2ccccc2)c1 | -0.5
39 | COCC(C)n1c(SCc2nc3ccccc3c(=O)[nH]2)nc2ccccc2c1=O (stereo unspecified) | 1.1
40 | COC(=O)c1sc2nc(C)nc(SCC(=O)Nc3sccc3C(N)=O)c2c1C | 7.0
41 | O=C(Nc1cccc(C(F)(F)F)c1)NC1CCN(S(=O)(=O)c2ccc(F)cc2)CC1 | 1.4
42 | O=C1C2C3C=CC(C4CC34)C2C(=O)N1/N=C/c1ccc(-c2ccccc2[N+](=O)[O-])o1 (stereo unspecified) | -2.1
43 | CCN(CC(=O)Nc1c(F)cccc1F)C(=O)Cc1csc(-c2ccccc2)n1 | -0.9
44 | CCCC[n+]1ccn(-c2nc3ccccc3nc2[N-]S(=O)(=O)c2ccc(Br)cc2)c1 | 3.1
45 | Cn1c(NCc2ccccc2)nc2c1c(=O)n(Cc1ccccc1)c(=O)n2C | -5.4
46 | Cc1cc(NC(=O)CSc2nc3c(C)cccc3cc2C#N)no1 | -1.9
47 | COC(=O)C1N2C(=O)[C@@H](NC(=O)COc3ccccc3)[C@H]2SC1(C)C (stereo partly specified) | -1.3
48 | O=C(/C=C/c1cn(-c2ccccc2)nc1-c1cccnc1)NCCN1CCOCC1 | 2.3
49 | O=C(O)c1ccc(N2C(=O)c3[nH]nc(-c4ccccc4)c3C2c2ccccc2)cc1 (stereo unspecified) | -0.6
50 | COC(=O)c1nn(-c2ccccc2)c2nnc(Cc3ccc(C)cc3)c(=O)n12 | -2.9
51 | CC(C)C(=O)NS(=O)(=O)c1ccc(N)cc1 | -0.4
52 | CCc1ccc(-c2c(C)sc(NC(=O)C3CCC3)c2C#N)cc1 | -2.8
53 | Cc1ccc(NC(=O)Cc2nnc(N)s2)cc1 | -0.2
54 | CC(=O)Oc1ccc(Cn2c(C)c(C(=O)NCc3ccc4c(c3)OCCO4)sc2=O)cc1 | 2.5
55 | O=C(Cc1ccccc1)NC1CCS(=O)(=O)C1 (stereo unspecified) | 2.7
56 | Cn1c(=O)c2c(nc(NCc3ccc4c(c3)OCO4)n2Cc2ccc(F)cc2)n(C)c1=O | -1.2
57 | CCC(CO)N=C1CC(C)(C)CC(=O)/C1=C(/O)CCCN1C(=O)c2ccccc2C1=O (stereo unspecified) | -3.8
58 | O=C(O)CCC(=O)NNc1nc2ccccc2nc1-c1ccccc1 | 3.4
59 | COc1cccc(C(=O)N/N=C/C(Br)=C/c2ccccc2)c1 | 1.5
60 | CCOCCCNC(=O)N1CCOCC1 | 2.6

Single values from the list.
Under TbREL1 inh, compound 41 reads 1.4
Under TbREL1 inh, compound 59 reads 1.5
Under TbREL1 inh, compound 45 reads -5.4
Under TbREL1 inh, compound 49 reads -0.6

Other results
No. | structure | TbREL1 inh
61 | COc1ccccc1S(=O)(=O)Cc1ccc(C(=O)NCCN(C)C)o1 | 1.0
62 | O=C(CSc1nnc(-c2cccnc2)o1)Nc1cccc(F)c1 | -0.2
63 | COc1ccc(NC(=O)CN(C)S(=O)(=O)c2ccc(Cl)cc2)cn1 | 0.8
64 | COc1cccc(COC(=O)c2c(C)nn(-c3ccccc3)c2Cl)c1OC | 1.2
65 | CCN1CCN(Cc2ccc(NC(=O)c3ccc(C)c(NC(=O)c4csc(-c5ccncc5)n4)c3)cc2C(F)(F)F)CC1 | 3.3
66 | Cc1ccc(C)c(Cn2nnc3c(=O)[nH]c(C4CCN(C(=O)c5cccs5)CC4)nc32)c1 | -2.9
67 | CCOc1ccccc1C(=O)n1nc(C)cc1C | 0.0
68 | CC1=NN(C(=O)CCCc2ccccc2)C(O)(C(F)(F)F)C1 (stereo unspecified) | -2.8
69 | CCN(CC)S(=O)(=O)c1cccc(NC(=O)CCNC(=O)c2ccccc2Cl)c1 | -4.0
70 | C=CCn1c(NC(C)c2cc(Cl)ccc2O)nc2ccccc21 (stereo unspecified) | 7.6
71 | Cc1ccc(CNS(=O)(=O)c2ccccc2[N+](=O)[O-])cc1 | 1.4
72 | CC(OC(=O)/C(C#N)=C/c1ccc(N(C)C)cc1)C(=O)N(C)Cc1ccccc1 (stereo unspecified) | -4.0
73 | O=C(CC[C@H]1O[C@@H](n2ccc(=O)[nH]c2=O)[C@H](O)[C@@H]1O)N1CCN(c2ccccn2)CC1 | 0.4
74 | CCCCN1CC(=O)N2[C@H]3c4cc(OC)ccc4OC[C@@H]3[C@H](C(=O)OCC)[C@]2(C)C1=O | -1.7
75 | Cc1cc(C(=O)Nc2sc(C)c(C)c2C#N)no1 | -0.1
76 | COC(=O)[C@]12C[C@H](CC(=O)N3CCCC3)C(=O)N(Cc3ccccc3)C1=C[C@H](COCc1ccccc1)O[C@@H]2C | 3.1
77 | O=P(O)(COc1ccccc1)COc1ccccc1 | -0.2
78 | NC(=O)c1ncc(C(F)(F)F)cc1Cl | -3.1
79 | Cc1cccc(C(=O)C(O)(c2ccccc2)C2CCCCC2=O)c1 (stereo unspecified) | 1.4
80 | CC(C)C(OC(=O)c1ccco1)C(=O)NCc1ccc2c(c1)OCO2 (stereo unspecified) | -1.7
81 | COc1ccc(CN2CCN(C(=O)c3cccc(OC)c3OC)CC2)cc1OC | 5.6
82 | CC(C)NC(=O)Cn1cc(C(=O)COc2ccccc2)c2ccccc21 | 2.9
83 | COc1cccc(-c2sc3ccc(OC)cc3c2-c2cc(F)cc(OC)c2)c1 | 3.4
84 | Cc1cc(Oc2ccccc2)nc(SCC(=O)Nc2ccccc2)n1 | 2.4
85 | CCc1ccc(NC(=S)N2CCCC(C(F)(F)F)C2)cc1 (stereo unspecified) | -6.8
86 | O=C(NOCc1ccccc1)c1ccc(Cl)cc1 | 6.5
87 | O=C(CN1CC(=O)Oc2ccccc21)NCc1ccco1 | -1.1
88 | CC(=O)c1ccc(N2CCN(c3ccc(S(=O)(=O)NCCN(C)C)cc3[N+](=O)[O-])CC2)cc1 | 1.6
89 | CCc1ccc(CNC(=O)C2CCCN(c3nc4ccccc4o3)C2)cc1 (stereo unspecified) | -3.7
90 | N#Cc1ccccc1OCCN1C(=O)c2ccccc2C1=O | -1.1
91 | O=C(COC(=O)c1ccc(Cl)c([N+](=O)[O-])c1)Nc1ccccc1OC(F)F | -0.2
92 | COc1ccc(C(=O)NCCS(=O)(=O)NCc2ccc3c(c2)OCO3)cc1 | 1.0
93 | CCOC(=O)c1cccc(N2C(=O)c3ccccc3S2(=O)=O)c1 | -0.7
94 | CCOC(=O)Nc1cc2c(cc1C(C)=O)OCO2 | 2.3
95 | O=C(NCc1ccc(Cl)cc1)N1CCN(S(=O)(=O)c2ccccc2)CC1 | -1.8
96 | C=CCSc1nc(NC)c2sccc2n1 | 2.0
97 | O=Nc1c(O)n(Cc2ccc(Cl)cc2Cl)c2ccccc12 | -0.4
98 | Cc1cc(C)n(C(=O)CCCCCC(=O)n2nc(C)cc2C)n1 | 0.0
99 | O=C(Nc1nc2c(Br)cccc2s1)c1ccc2c(c1)OCCO2 | 10.5
100 | CCNC(=O)c1ccc(-n2nc(C)cc2-c2ccccc2)cc1 | -1.8
101 | CCN(Cc1ccccc1)c1cc2c(c3c1ccn3C)C1CCC2C1 (stereo unspecified) | -3.8
102 | CN(C)CC(O)CN(c1ccccc1)c1ccccc1 (stereo unspecified) | 0.3
103 | FC(F)(F)c1ccccc1NC(=S)NN1CCOCC1 | 4.1
104 | COc1cccc(CN(C)CC(=O)Nc2cccc(S(=O)(=O)N(C)c3ccccc3)c2)c1OC | 3.7
105 | CC1CCN(C(=O)CN2C(=O)NC(c3ccccc3)(c3ccccc3)C2=O)CC1 | -2.4
106 | O=C(Nc1nnc(S(=O)(=O)N2CCN(c3ccc(F)cc3)CC2)s1)c1ccco1 | 2.7
107 | O=c1[nH]c(NCCO)c(N=Cc2ccccc2)c(=O)[nH]1 | -0.9
108 | COc1cc(C(O)P(=O)(OC2CCCCC2)c2ccc(N(C)C)cc2)cc(OC)c1OC (stereo unspecified) | -4.5
109 | CCOC(=O)c1ccc(NC(=O)CCc2nc(-c3ccc(Cl)cc3)no2)cc1 | -0.3
110 | Cc1cc(CSc2ccccc2)ccc1NC(=O)c1ccc(Cl)c([N+](=O)[O-])c1 | 2.8
111 | Nc1nnc(-c2cccc([N+](=O)[O-])c2)o1 | 1.8
112 | COc1cc(Cl)c(C)cc1NC(=O)COC(=O)C1=NN(c2ccccc2)C(=O)CC1 | -0.2
113 | CCOC(=O)C1(C)CCCN(C(=O)c2ccc3snnc3c2)C1 (stereo unspecified) | -3.1
114 | Cc1nnsc1SCCNC(=O)Nc1ccc(Cl)cc1 | 4.5
115 | CC(C)c1ccc(NC(=O)CSc2nnc(-c3ccco3)n2C)cc1 | 2.8
116 | COC(=O)c1ccsc1NC(=O)CN1CCN(Cc2ccc3c(c2)OCO3)CC1 | 0.8
117 | CCO[C@H]1OC(C(=O)NC2CC2)=C[C@@H](c2c[nH]c3ccccc23)[C@@H]1CCCO | -4.8
118 | COc1ccccc1N1CCN(CC(=O)Nc2ccccc2C(=O)NC(C)c2ccccc2)CC1 (stereo unspecified) | -5.0
119 | Cc1ccc(C2(c3noc(CN4CCOCC4)n3)CCCC2)cc1 | 0.2
120 | CC(C)Cn1c(SCC#N)nc2ccccc2c1=O | -1.2

Next part:
No. | structure | TbREL1 inh
121 | CCNC(=O)NC(=O)C(C)OC(=O)Cc1coc2cc3c(cc12)CCC3 (stereo unspecified) | 1.0
122 | COCCN1C(=O)c2ccccc2C(C(=O)NCCN(C)C)C1c1ccc(F)cc1 (stereo unspecified) | -2.4
123 | Oc1ccc(-c2nn[nH]n2)c2cccnc12 | 15.6*
124 | CCc1ccc(NC(=O)C(=O)N/N=C(\C)CC(=O)NCCOC)cc1 | 8.5
125 | COc1cccc(-c2cnc3c(NC=O)cc(-c4cccc(C(=O)N(C)C)c4)cn23)c1 | -2.3

Some of the entries above, reformatted.
(122) COCCN1C(=O)c2ccccc2C(C(=O)NCCN(C)C)C1c1ccc(F)cc1 (stereo unspecified)
  TbREL1 inh: -2.4

(123) Oc1ccc(-c2nn[nH]n2)c2cccnc12
  TbREL1 inh: 15.6*

(124) CCc1ccc(NC(=O)C(=O)N/N=C(\C)CC(=O)NCCOC)cc1
  TbREL1 inh: 8.5

An excerpt. The share of hits here may be higher or lower than overall.
